AmpC detergent – qHTS Inhibitors of AmpC Beta-Lactamase (assay with detergent). P00811. AID 485294, 2010. hit rate 0.041% among 370,000. AmpC hydrolysis of nitrocefin, absorbance 480 nm, 0.01% Triton. Potency, µM (top dose mostly 114 µM), inactives show at the top dose activity change, negative = inhibition, actives largely listed as inhibitors;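 also: potency is read from the fitted curve at half-maximal effect; 0% = no-compound wells and -100% = no-enzyme wells; nearly all actives have a fitted effect of over 25% in size; some results filed as inactive show a strong effect at the top dose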
Target sequence (P00811 whole entry, looked up): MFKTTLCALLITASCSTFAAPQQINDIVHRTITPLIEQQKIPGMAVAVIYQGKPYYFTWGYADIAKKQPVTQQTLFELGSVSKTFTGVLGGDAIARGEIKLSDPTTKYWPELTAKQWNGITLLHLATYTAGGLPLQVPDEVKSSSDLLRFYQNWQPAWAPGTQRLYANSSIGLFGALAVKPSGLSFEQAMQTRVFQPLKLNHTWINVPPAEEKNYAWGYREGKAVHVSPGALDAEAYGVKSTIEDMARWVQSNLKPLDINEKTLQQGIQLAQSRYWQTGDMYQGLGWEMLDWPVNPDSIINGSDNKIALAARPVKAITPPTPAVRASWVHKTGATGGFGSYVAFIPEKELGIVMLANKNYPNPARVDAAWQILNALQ
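20 mM phosphate pH 7.0 + 0.01% (detergent screen) or 0.0001% Triton X-100; 5.3 nM AmpC reagent; cpd preinc 15 min RT; nitrocefin (800 uM stock) to start; A480 q20 s × 4 min; Activity was normalised to no-enzyme and no-compound control wells.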
FBPA Giardia inh – qHTS Assay for Inhibitors of Fructose-1,6-bisphosphate Aldolase from Giardia Lamblia | A8B2U2 | purified Giardia FBPA | Potency, µM (top dose mostly 59.6 µM), for the others: top-dose activity, negative = inhibition, actives largely listed as inhibitors | hit rate 0.71% among 290,000 | AID 2451, 2010; also: potency is read from the fitted curve at half-maximal effect; nearly all actives have a fitted effect of over 55% in size
Target sequence (A8B2U2 whole entry, looked up): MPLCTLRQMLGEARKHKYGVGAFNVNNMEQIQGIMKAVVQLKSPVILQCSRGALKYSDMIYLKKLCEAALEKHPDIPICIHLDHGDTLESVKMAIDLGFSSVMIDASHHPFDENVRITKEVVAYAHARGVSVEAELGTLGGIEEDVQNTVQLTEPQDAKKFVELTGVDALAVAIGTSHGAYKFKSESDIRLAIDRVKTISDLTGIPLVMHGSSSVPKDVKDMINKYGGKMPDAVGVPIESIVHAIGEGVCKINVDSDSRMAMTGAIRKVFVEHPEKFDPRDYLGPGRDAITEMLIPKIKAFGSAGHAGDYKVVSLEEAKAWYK
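40 nM FBPA preincubated 10 min at RT with compound (up to 57.5 uM final), then substrate plus GAPDH/TPI/NAD/arsenate coupling and diaphorase/resazurin added. Fluorescence read after 20 min at RT, 525/598 nm.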
HCV inh – qHTS Assay for Inhibitors of Hepatitis C Virus (HCV); Huh7.5.1 HCVcc-Cre infection, luciferase reporter, 44 h; Potency, µM (titrated, usually from 41.8 µM), for inactives: at the highest dose activity change, negative = inhibition, actives largely listed as inhibitors; hit rate 3.4% among 340,000; also: potency is read from the fitted curve at half-maximal effect
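Seed cells (1,000/well) for 4 h; treat with compound and infect with HCVcc-Cre, moi about 0.5. Incubate 44 h, then detect luciferase activity.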
AMA1-RON2 inh – qHTS for Inhibitors of AMA1-RON; Towards Development of Antimalarial Drug Lead: Primary Screen | Potency, µM (highest dose often 58.2 µM), for the others: at the highest dose activity change, negative = inhibition, most hits filed as inhibitors | hit rate 0.2% among 360,000 | AID 720542, 2013 | AlphaScreen AMA1-biotinylated RON2 peptide binding | Plasmodium falciparum AMA1 (3D7) - RON2 peptide interaction;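 also: potency is read from the fitted curve at half-maximal effect; 0% = vehicle wells and -100% = peptide control; nearly all actives have a fitted effect of over 45% in size; some results filed as inactive show a strong effect at the top dose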
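AMA1 (3D7) with his tag at 25 nM final met compounds first, then biotinylated RON2 peptide at 25 nM; detection used donor plus acceptor beads, 10 µg/mL apiece, read by AlphaScreen after 30 min at room temperature.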
HCMV inh – qHTS Assay for inhibitors of the human cytomegalovirus (HCMV). HFF cells, HCMV-luciferase reporter, 72 h; active compounds read low. activity change, negative = inhibition, % at 57.5 µM. hit rate 4.5% among 410,000. AID 1259415, 2018; in the data active = activity change below about -60%; inconclusive = no clear call, values can overlap the other calls; inactive = above about -39%
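Two compound doses tested in HFFs infected with HCMV-luciferase, MOI 1 PFU/cell, 72 h at 37C. Lysate luminescence read with OneGlo; data normalized against buffer-only and 10uM Salinomycin inhibitor controls.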
Sm TGR inh – qHTS Assay for the Inhibitors of Schistosoma Mansoni Peroxiredoxins; Schistosoma mansoni thioredoxin glutathione reductase (TGR), Q962Y6; purified TGR, DTNB reduction, TNB absorbance 405 nm; Potency, µM (highest dose often 114 µM), without a hit: top-dose activity change, negative = inhibition, actives largely listed as inhibitors; hit rate 3% among 360,000; also: potency is read from the fitted curve at half-maximal effect; nearly all actives have a fitted effect of over 60% in size
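TGR 20 nM + NADPH 100 uM (dispensed conc.), cpd preinc 15 min RT; start with NADPH (500 uM addition) then DTNB (15 mM addition). Kinetic TNB absorbance, 405 nm filter. Four-parameter Hill fit across titration.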
Active calls of the source: *; ? = inconclusive; nt = no result given; & = joins results of further samples; [ ] = another dose, or the depositor's remark. Unless noted, calls follow the shape of the dose curve; as a rule, active = well fitted curve in the direction sought with a large enough effect; inconclusive = small, poorly fitted or top-dose-only effect, or another doubt; inactive = no such curve, though single readings can be large; an effect the other way counts as inactive or inconclusive. Unless noted, % is scaled to controls: 0 for no effect and ±100 for the full control effect.

SMILES	AmpC detergent	FBPA Giardia inh	HCV inh	AMA1-RON2 inh	HCMV inh	Sm TGR inh
CCOc1ccc(-c2noc(-c3cccnc3)n2)cc1OCC	-3%	-5%	-54%	14%	18	8%
COc1cc(C2C(C#N)=C(N)Oc3c2ccc2ccccc32)ccc1OCC(=O)Nc1cccc(C)c1 (stereo unspecified)	-9%	?	?	3%	40	1%
CN1C(=O)N(CC(=O)NCc2ccc(Cl)cc2Cl)C(=O)C12CCCCC2	-11%	nt	-23%	-6%	2	-1%
Cc1nc2ccccc2n1CCOc1ccc(F)cc1	-10%	6%	?	7%	-20	-1%
CC#CC(=O)N1CCC(CO)(CCc2ccccc2)CC1	6%	2%	13%	-7%	-13	15%
Cc1ccc(S(=O)(=O)Nc2cccc(C(=O)NCCCN3CCOCC3)c2)cc1F	-2%	nt	10%	-14%	?	0%
CCc1cccc(C)c1NC(=S)NCc1ccc2c(c1)cc(C)n2C	?	-1%	?	24%	-91*	-11%
O=C(COc1cccc(C(F)(F)F)c1)Nc1cccnc1	?	-2%	1%	-13%	-85*	0%
Cc1[nH]c(=O)[nH]c(=O)c1S(=O)(=O)N1CCCc2ccccc21	-3%	nt	4%	12%	38	0%
Cc1cc(C)nc(NC2=NCC(=O)N2c2cccc(Cl)c2)n1	2%	-13%	13%	10%	7	1%
Cc1cc(-c2nnco2)c(C)n1-c1ccc(F)cc1	3%	-9%	-1%	-2%	4	-2%
COc1ccc(NC(=O)COC(=O)c2ccc(N3CCCC3=O)cc2)cc1OC	?	-6%	5%	-4%	-15	4%[11.4 µM]
Cc1cccc(OC(=O)c2ccncc2)c1C	-5%	2%	18%	-4%	5	-12%
CCCNC(=O)COC(=O)c1cc(C)nc2ccccc12	4%	0%	10%	-3%	-26	-3%
COc1cc2ccccc2cc1C(=O)Nc1ccccc1Cl	-10%	?	?	33%[activator]	66	1%
COc1ccc(CNC(=O)C2CC(C)=C(C)CC2C(=O)O)cc1 (stereo unspecified)	-2%	1%	-6%	4%	57	0%
COc1ccc(COC(=O)N/N=C(\C)CC(=O)Nc2c(C)cc(C)cc2C)cc1	-4%	2%	-14%	0%	-4	-1%
CCc1sc(C(=O)Nc2ncccc2O)cc1C	1%	nt	-4%	41%[activator]	?	?
Cc1cc(C(=O)COC(=O)c2ccc[nH]c2=O)c(C)n1-c1ccccc1F	6%	4%	-15%	-3%	59	11%
Cc1ccccc1NC(=S)N(Cc1ccccc1)Cc1cccnc1	?	6%	-2%	-4%	3	17%

Quoted at random: five compounds from above
SMILES	AmpC detergent	FBPA Giardia inh	HCV inh	AMA1-RON2 inh	HCMV inh	Sm TGR inh
CN1C(=O)N(CC(=O)NCc2ccc(Cl)cc2Cl)C(=O)C12CCCCC2	-11%	nt	-23%	-6%	2	-1%
CC#CC(=O)N1CCC(CO)(CCc2ccccc2)CC1	6%	2%	13%	-7%	-13	15%
COc1ccc(CNC(=O)C2CC(C)=C(C)CC2C(=O)O)cc1 (stereo unspecified)	-2%	1%	-6%	4%	57	0%
Cc1[nH]c(=O)[nH]c(=O)c1S(=O)(=O)N1CCCc2ccccc21	-3%	nt	4%	12%	38	0%
COc1cc2ccccc2cc1C(=O)Nc1ccccc1Cl	-10%	?	?	33%[activator]	66	1%

Further records follow:
SMILES	AmpC detergent	FBPA Giardia inh	HCV inh	AMA1-RON2 inh	HCMV inh	Sm TGR inh
O=C(Nc1ccccc1)c1ccc(NCCN2CCOCC2)c(S(=O)(=O)N2CCOCC2)c1	?	0%	-4%&-4%	-5%	12	4%
CC(OC(=O)/C=C/c1cccs1)C(=O)Nc1ccc(C(N)=O)cc1 (stereo unspecified)	3%	nt	5%	?	7	-21%
O=C(N/N=C/C=C/c1ccccc1)c1cc2c(ccc3ccccc32)o1	-7%	-1%	4%	13%	?	-1%
Nc1nnc(CCOc2ccccc2Cl)s1	4%	3%	21%	-5%	28	22%
COC(=O)c1ccc(CSc2nc(-c3ccccc3)cs2)o1	-14%	-1%	-4%	48%[activator]	-18	0%
Cc1cc(C)n2c(SCC(=O)NC3CCCCC3C)nnc2n1 (stereo unspecified)	1%	3%	?	-9%	-16	0%
CCC(=O)N1c2ccc(S(=O)(=O)CCC(=O)N3CCC4(CC3)OCCO4)cc2CC1C (stereo unspecified)	-11%	5%	-19%	5%	18	?
O=C1CN(C(=O)N[C@@H](Cc2ccccc2)C(=O)N[C@@H](C(=O)O)c2ccccc2)c2ccccc2N1	-5%	-3%	11%	-3%	0	3%
Cn1cnc2cc(NCc3ccc(Cl)cc3)ccc21	-3%	24%	-22%	-25%	25	-16%
O=C(CNC(=O)c1ccc(Br)cc1)NCc1cccnc1	-4%	9%	2%	-3%	-5	-7%
CCC(C(=O)OCC(=O)NC(=O)c1ccccc1)c1ccccc1 (stereo unspecified)	1%	nt	-17%	-17%	48	0%
Oc1[nH]c2ccccc2c1N=Nc1ncnc2c1oc1ccccc12	-1%	0%	nt	nt	0	1%
COc1ccc(-n2c(SCC(=O)Nc3ccc4c(c3)OCO4)nc3ccccc3c2=O)cc1	?	3%	-30%	-8%	-29	-23%
COc1c(C)cc(S(=O)(=O)Nc2cccc(-c3ccc(N4CCOCC4)nn3)c2)c(C)c1C	22%	nt	nt	nt	71	4%
COc1ccc(NC(=O)O/N=C/c2ccc(Br)cc2)cc1	-4%	-8%	6%	-15%	14	-17%
CC1(C(=O)NC2CCCCC2)Cc2ccccc2C(=O)N1Cc1ccc(Cl)cc1 (stereo unspecified)	20%	nt	nt	nt	-26	-2%
Cc1ccccc1C(=O)Nc1ccnn1C1CCN(Cc2cnn(C)c2)CC1	?	1%	nt	-1%	39	-1%
Cc1ccccc1C(=O)c1cccn1CC(=O)NCc1ccc(Cl)cc1	0%&4%	3%	?	3%	-40&-4	0%&-1%
O=C(NNC(=O)c1ccccc1[N+](=O)[O-])c1csc(N2CCOCC2)n1	-7%	nt	23%	67%[activator]	-18	5%
Cc1ccc(NC2=NC(c3ccccc3)n3c(nc(C)cc3=O)N2)cc1 (stereo unspecified)	-6%	-20%	0%	26%	-12	-2%
Clc1ccc(N2N=C(c3cccs3)CC2c2ccco2)cc1 (stereo unspecified)	-14%	-6%	-4%	183%[activator]	-15	-22%
CCCc1cc(C(=O)OC)c2ccccc2n1	?	5%	6%	15%	47	-9%
COc1cc2nc(-c3ccccc3C)oc(=O)c2cc1OC	5%	9%	-26%	22%	-23	-1%
Cc1cc(Cl)ccc1N(CC(=O)NCc1ccc2c(c1)OCO2)S(C)(=O)=O	-6%	4%	13%	-1%	-10	nt
O=C(COC(=O)c1ccc(Br)o1)NCCCc1ccccc1	-9%	11%	0%	9%	-8	2%
CN(C)C(=O)c1ccc(NC(=O)Cn2nnnc2-c2ccccc2F)cc1	16%	nt	nt	nt	-20	5%
COC(=O)c1[nH]c2cc(OC)c(OC)cc2c1NC(=O)Oc1ccccc1	-3%	-16%	-4%	-8%	-11	5%
C=CCNc1nc(N)c([N+](=O)[O-])c(NCCO)n1	3%	-3%	0%	0%	14	-22%
Cc1cc(-c2nn(-c3ccccc3F)cc2CN2CCCC(O)C2)c(C)s1 (stereo unspecified)	-15%	3%	3%	21%	17	0%
COCCNc1nc2c(S(=O)(=O)c3cc(C)ccc3C)nnn2c2ccccc12	-6%	12%	?	-1%	39	0%
COc1ccc(OCCC(=O)OCC(=O)NCc2ccco2)cc1	-12%	0%	12%	-8%	-19	50µM*
CN1CCN(CC(=O)Nc2nc(-c3ccccc3)cs2)CC1	-5%	1%	-29%	30%	180	4%
C=C1CCN([C@H](C(=O)OCc2cccc(C)c2)C(C)C)S(=O)(=O)c2ccccc21	0%	-14%	?	19%	-8	14%
Cc1nn(-c2ccccc2)c(Cl)c1C1C(C#N)=C(N)Oc2c1c(=O)oc1ccccc21 (stereo unspecified)	-7%	4%	18%	2%	6	0%
CCCNC(=O)N1[C@H](c2ccc(C)s2)[C@@H](C)C(=O)[C@@H](C)[C@@H]1c1ccc(C)s1	16%	nt	nt	nt	-15	-1%
CN1C(=O)[C@H]2[C@@H](C3CC3)N3C(=O)CN(CCO)C(=O)[C@@]3(Cc3ccccc3)[C@H]2C1=O	-1%	-1%	6%	11%	-22	1%
COc1ccc(-c2[nH]ncc2CNCCCSC)cc1F	7%	4%	9%	0%	-21	-12%
CCOC(=O)c1cc2c(=O)n3ccccc3nc2n(Cc2ccco2)c1=NC(=O)c1ccc(OC)cc1	1%&-6%	-4%	-42%	8%	?	?
Cc1ccc(NS(=O)(=O)c2ccc(CCC(=O)O)cc2)cc1	-7%	24%	7%	6%	2	1%
CCN(CC)C1=NS(=O)(=O)c2cc([N+](=O)[O-])ccc21	5%	-12%	?	2%	-23	-17%
O=C(CSc1ncccc1-c1nc2ccccc2[nH]1)Nc1ccc2c(c1)OCCO2	-13%	4%	-26%	-8%	-21	3%
Cc1ccccc1Nc1nc(-c2cccnc2)cs1	2%	-5%	?	-12%	-33	0%
Cc1cc(C)nc(N2CCCC(C(=O)NCc3ccccc3)C2)n1 (stereo unspecified)	1%	-4%	3%	10%	18	-6%
CCc1nn(CC(=O)N2CC(C)CC(C)C2)c(=O)c2cccn12 (stereo unspecified)	-10%	2%	9%	-1%	?	4%
COc1ccc(-c2nc3sc(CCNC(=O)c4cc(Cl)ccc4OC)c(C)n3n2)cc1	-8%	nt	nt	nt	94	4%
CCc1ccc(NC(=O)c2cc(S(=O)(=O)N3CCCC3)ccc2F)cc1	-7%	nt	nt	13%	?	-2%
O=C(c1ccc2c(c1)OCO2)C1CCCN(C(=O)C2CCOCC2)C1 (stereo unspecified)	-8%	2%	9%	-5%	17	11%
COc1ccccc1C(=O)NCCC(=O)N(C)CC(=O)Nc1ccc(N2CCOCC2)cc1	-14%	nt	4%	4%	-15	1%
CCCCSC1=C(C#N)C(c2ccccc2C)C(C(=O)OCC)C(=O)N1 (stereo unspecified)	1%	-6%	?	-3%	-17	7%
Cc1cccc(NC(=O)C(=O)NCc2ccccn2)c1	1%	-3%	18%	4%	108	-17%
Cc1cccc(N2CCN(S(=O)(=O)c3ccc4c(c3)CCC(=O)N4)CC2C)c1 (stereo unspecified)	-12%	5%	14%	-7%	22	4%
CC(C)NCC(O)Cn1c2c(c3ccccc31)CCc1c-2cnn1-c1ccccc1 (stereo unspecified)	-13%	-8%	?	-12%	-103*	-23%
CC(C)(C)c1ccc(OCC(=O)Nc2ccc(-c3nc4cccnc4o3)cc2)cc1	-9%	10%	13%	3%	27	-2%
COc1ccc(NC(=O)Nc2cccc3ccccc23)cc1S(N)(=O)=O	-5%	-1%	18%	2%	-5	-4%

Screening results deposited in PubChem BioAssay by National Center for Advancing Translational Sciences (NCATS).
